# High-throughput results as filed in PubChem.
# GAA850 FXN act = FXN promoter activators, primary screen, cell-based, luciferase luminescence, HEK293 lucGAA850; HEK293 lucGAA850 FXN promoter luciferase reporter, 24 h; percent of 10 µM SAHA response; activation, % at 6 µM; 360,000 tested, 0.56% active;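 active = activation above the average of all compounds screened plus 3 SD, cutoff fixed separately per campaign, cut at about 7.5% in these data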;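 note: 0% = DMSO wells and 100% = 10 µM SAHA wells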
# DAX1 inh-1 = DAX1 (NR0B1) inhibitors, primary screen, cell-based, HEK293, Gal4-DAX1, luciferase luminescence. inhibition, % at 6.75 µM. 340,000 tested, 0.99% active. HEK293 Gal4-DAX1 luciferase reporter. AID 504766, 2011;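 active = inhibition above the mean over all tested compounds plus 3 SD, cut at about 4.2% in these data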;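 note: 0% = DAX1-transfected cells with DMSO and 100% = empty-vector control cells with DMSO; inhibition shows as a rise in luminescence from relieved DAX1 repression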
# Target sequence (P51843 207-470 limits assumed): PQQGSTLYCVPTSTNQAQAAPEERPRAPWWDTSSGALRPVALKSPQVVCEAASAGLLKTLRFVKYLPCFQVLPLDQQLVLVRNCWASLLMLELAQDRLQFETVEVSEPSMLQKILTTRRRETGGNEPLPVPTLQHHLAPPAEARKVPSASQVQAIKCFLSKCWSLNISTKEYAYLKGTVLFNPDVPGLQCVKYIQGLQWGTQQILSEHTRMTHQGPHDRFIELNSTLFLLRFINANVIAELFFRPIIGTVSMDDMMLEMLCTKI
# GC-A act = GC-A stimulated cGMP production enhancers – HEK293 GC-A cells, cGMP TR-FRET, EC30 ANP, primary screen; Atrial natriuretic peptide receptor 1 (Homo sapiens), P16066; 0% at EC30 ANP, 100% saturating ANP; activation, % at 10 µM; 370,000 tested, 0.14% active; in the data active = activation above about 40%
# DAX1 inh-2 = DAX1 (NR0B1) inhibitors on StAR promoter, primary screen, cell-based, luminescence, SF-1 (NR5A1), full-length DAX-1; HEK293T StAR-luciferase reporter, SF-1/DAX-1 repression relief; inhibition, % at 6.8 µM; 370,000 tested, 1.1% active; AID 652010, 2013;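 active = inhibition above the mean over all tested compounds plus 3 SD, cut at about 3.6% in these data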;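 note: 0% = DAX-1 cells with DMSO and 100% = cells lacking DAX-1 with DMSO; higher inhibition means more luminescence from relief of DAX-1 repression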
# ADAM17 inh = ADAM17 inhibitors, primary screen, biochemical, QFRET; Disintegrin and metalloproteinase domain-containing protein 17 (Homo sapiens), P78536; recombinant ADAM17, EDANS/DABCYL FRET peptide cleavage; inhibition, % at 6.95 µM; 370,000 tested, 0.83% active; AID 720648, 2013;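 active = inhibition above the mean of compounds lying between control limits plus 3 SD, set per campaign, cut at about 8.5% in these data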;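 note: 0% = DMSO-only wells as the low control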
# Target sequence (P78536 215-824 limits assumed): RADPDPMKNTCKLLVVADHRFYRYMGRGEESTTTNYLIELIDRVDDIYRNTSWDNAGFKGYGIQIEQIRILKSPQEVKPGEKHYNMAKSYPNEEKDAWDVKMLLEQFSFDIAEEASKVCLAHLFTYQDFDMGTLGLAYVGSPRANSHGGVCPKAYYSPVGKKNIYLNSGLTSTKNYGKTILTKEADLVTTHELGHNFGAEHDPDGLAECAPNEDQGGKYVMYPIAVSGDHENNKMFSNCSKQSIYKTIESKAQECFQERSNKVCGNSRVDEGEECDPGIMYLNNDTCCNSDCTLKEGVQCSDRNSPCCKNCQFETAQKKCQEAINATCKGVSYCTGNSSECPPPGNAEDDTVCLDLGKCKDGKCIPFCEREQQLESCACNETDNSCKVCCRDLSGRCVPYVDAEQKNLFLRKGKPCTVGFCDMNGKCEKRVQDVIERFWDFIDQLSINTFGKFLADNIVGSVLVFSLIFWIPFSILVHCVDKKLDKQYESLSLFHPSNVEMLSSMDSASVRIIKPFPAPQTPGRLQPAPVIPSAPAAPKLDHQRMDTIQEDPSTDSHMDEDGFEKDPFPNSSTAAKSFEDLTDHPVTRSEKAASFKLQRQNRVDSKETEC
# hcDAF12 agonist = H. contortus DAF-12 nuclear receptor activators, primary screen, cell-based, luminescence, HEK293, lit1-tk-luc reporter; HEK293 hcDAF-12 lit1-tk-luc reporter; 0% DMSO, 100% Δ7-dafachronic acid; activation, % at 6.8 µM; 370,000 tested, 1.4% active; AID 652067, 2013;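 active = activation above the mean of all tested compounds plus 3 SD, cut at about 5.5% in these data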;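 note: 100% = response to 3 µM Δ7-dafachronic acid high control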
# SMARCA2 activ = SMARCA2 (BRM) function activators, primary screen, cell-based, luminescence, high throughput | MG213 cells, MMTV-luciferase reporter, dexamethasone, overnight | activation, % at 9.1 µM | 370,000 tested, 1% active; in the data active = activation above about 7.8%;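 note: 0% = vehicle wells and 100% = reference activator wells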
# hgDAF-12 ag = H. glycines DAF-12 receptor agonists, primary screen, cell-based, luminescence, HEK293, GAL4 fusion, UAS-luciferase | Nuclear hormone receptor DAF-12 (Heterodera glycines), GAL4 fusion | HEK293 GAL4-hgDAF12 UAS-luciferase reporter, agonist luminescence; normalized to butyrate control | activation, % at 6.8 µM | 370,000 tested, 1.8% active;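 active = activation above a cutoff set at the mean of all screened compounds plus 3 SD, cut at about 10% in these data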;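 note: 0% = DMSO wells and 100% = sodium butyrate wells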
# ssDAF-12 act = S. stercoralis DAF-12 nuclear receptor activators, primary screen, cell-based, luminescence, HEK293, GRIP1 co-expression, lit1-tk-luc. Nuclear hormone receptor DAF-12 (Strongyloides stercoralis). HEK293 ssDAF-12/GRIP1 lit1-tk-luc reporter; % of 3 µM dafachronic acid response. activation, % at 6.8 µM. 370,000 tested, 1% active. AID 652126, 2013;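 active = activation above the mean over all tested compounds plus 3 SD, cut at about 0.9% in these data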;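 note: 0% = DMSO-only wells and 100% = 3 µM delta7-dafachronic acid wells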
# PG9 Ab binder = binders of HIV-1 gp120 antibody PG9, primary screen, biochemical, TR-FRET | 360,000 tested, 0.43% active | AID 624416, 2012 | TR-FRET gp120-PG9 antibody binding | HIV-1 gp120 / PG9 antibody interaction | inhibition, % at 6.7 µM; in the data active = inhibition above about 8.5%
# ADAM10 inh = human ADAM10 inhibitors, primary screen, biochemical, QFRET, HTS; Disintegrin and metalloproteinase domain-containing protein 10 (Homo sapiens), O14672; recombinant ADAM10, EDANS/DABCYL FRET peptide cleavage, 3 h; inhibition, % at 7 µM; 370,000 tested, 0.62% active;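 active = inhibition above a per-campaign cutoff equal to the mean of compounds falling between control-based bounds plus 3 SD, cut at about 20% in these data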;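 note: 0% = DMSO wells while the 100% control is not disclosed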
# An asterisk follows results filed as active; i = inactive; nt = not tested or not shown.
SMILES,GAA850 FXN act,DAX1 inh-1,GC-A act,DAX1 inh-2,ADAM17 inh,hcDAF12 agonist,SMARCA2 activ,hgDAF-12 ag,ssDAF-12 act,PG9 Ab binder,ADAM10 inh
O=C1C(=Cc2ccncc2)CCCc2ccccc21,0.2,-0.8,2,-3.3,-3,-2.4,-4,-3.2,-2.0,-0.2,-8
O=C(NCCc1ccc(Cl)cc1)c1ccc(=O)[nH]c1,0.0,-1.4,-2,0.0,1,1.6,-2,-1.5,-0.9,-2.5,3
Cn1c(SCCCC(=O)c2ccccc2)nnc1-c1ccncc1,1.5,0.5,-1,-0.1,-7,-2.5,-1,0.5,-1.7,2.2,-2
CCOc1ccc2nc(NC(=O)Cn3c(C)csc3=O)sc2c1,1.3,0.4,-3,3.4,-5,0.2,5,1.2,-0.6,0.8,4
C=CCn1nnnc1-c1cc(Cl)cc(Cl)c1,0.5,-0.9,6,-1.0,-3,-1.5,-3,1.4,-0.8,-2.4,-2
CCCCn1c(NCCO)nc2ccccc21,-0.1,1.0,5,-0.8,-4,0.1,-3,-1.3,-1.5,1.6,-19
COc1cc(-c2cc(N)n(S(=O)(=O)c3ccc(F)cc3)n2)cc(OC)c1OC,0.2,2.3,-2,-0.6,1,-3.5,-1,-3.5,-1.7,2.8,-10
COc1cc(NC(=O)NCCN2CCN(c3ccc(Cl)cc3)CC2)ccc1C,1.0,-1.2,-1,-2.3,-1,-1.8,-1,-1.9,-1.5,-0.2,6
O=C1N[C@@H](Cc2ccccc2)COC(=O)[C@@H](Cc2ccc(F)cc2)C/C=C\C[C@@H]1CC(=O)N(CCO)Cc1ccccc1,-2.2,-0.4,-2,-0.8,4,-2.5,-1,-3.2,-1.5,2.3,14
O=S1c2ccccc2Nc2ccccc21,-0.1,0.3,1,-0.4,-2,-0.9,1,-0.8,-0.7,0.8,-16
CC(=O)N1CCc2c(sc(NC(=O)C3CCN(S(=O)(=O)c4cccs4)CC3)c2C(N)=O)C1,-0.3,1.2,2,-4.7,-7,-0.9,2,-0.1,-0.9,1.2,-22
O=C(NC(=S)Nc1ccc(S(=O)(=O)Nc2ncccn2)cc1)c1ccc(Br)cc1,-0.8,0.5,-4,0.8,-2,-1.9,-1,0.8,-0.9,-0.3,-4

# A draw from above in order of molecular weight, falling:
SMILES,GAA850 FXN act,DAX1 inh-1,GC-A act,DAX1 inh-2,ADAM17 inh,hcDAF12 agonist,SMARCA2 activ,hgDAF-12 ag,ssDAF-12 act,PG9 Ab binder,ADAM10 inh
COc1cc(NC(=O)NCCN2CCN(c3ccc(Cl)cc3)CC2)ccc1C,1.0,-1.2,-1,-2.3,-1,-1.8,-1,-1.9,-1.5,-0.2,6
CCOc1ccc2nc(NC(=O)Cn3c(C)csc3=O)sc2c1,1.3,0.4,-3,3.4,-5,0.2,5,1.2,-0.6,0.8,4
C=CCn1nnnc1-c1cc(Cl)cc(Cl)c1,0.5,-0.9,6,-1.0,-3,-1.5,-3,1.4,-0.8,-2.4,-2

# Other compounds:
SMILES,GAA850 FXN act,DAX1 inh-1,GC-A act,DAX1 inh-2,ADAM17 inh,hcDAF12 agonist,SMARCA2 activ,hgDAF-12 ag,ssDAF-12 act,PG9 Ab binder,ADAM10 inh
COc1cccc(-c2nnc3sc(-c4ccccn4)nn23)c1,3.9,0.1,5,-0.5,-2,-0.9,2,1.3,-1.5,-1.5,7
CCCc1cc(C(N)=O)c(NC(=O)c2ccoc2C)s1,-2.2,-0.2,-3,-0.1,-1,-1.9,1,1.1,-1.0,0.5,3
CCc1nnc(NC(=O)CCC(=O)N2CCN(C3CCCCC3)CC2)s1,-0.5,-0.1,5,1.1,0,-1.2,-1,-1.3,-1.9,0.1,1
COc1cc(NC(=O)CSc2ncnc3sc4c(c23)CCCC4)c(C(=O)O)cc1OC,-0.9,0.8,4,-0.3,-3,-0.9,0,-0.8,-1.0,-2.8,-1
CC1=NN(c2ccccc2)C(=O)/C1=C\c1ccc(Oc2ccc([N+](=O)[O-])cc2[N+](=O)[O-])cc1,3.3,-1.2,3,-0.1,3,1.1,1,-1.8,0.2,-2.5,6
COc1ccc(S(=O)(=O)N2CCOCC2)cc1Cl,1.9,-0.4,5,0.0,-1,-1.9,-1,0.8,-1.2,-0.5,-8
CCN1CCN(C(=O)CCCCCn2c(=O)[nH]c3cc(C(=O)OC)ccc3c2=O)CC1,-1.0,0.4,1,0.5,-30,-1.7,-2,-1.6,-0.8,-0.6,-122
CCC(=O)Nc1ccc(C(=O)COC(=O)c2sc(C)nc2C)cc1,1.0,-1.1,-1,-1.9,0,-1.3,0,-2.1,-0.4,-1.8,2
NC(=O)CC(NC(=O)Cc1ccc(Cl)cc1)c1ccc(NC2CCCC2)c([N+](=O)[O-])c1 (stereo not given),0.5,-0.2,-6,0.1,-5,-0.7,-1,0.7,-1.2,-0.5,-13
Cc1c(NC(=O)Nc2cccc(Cl)c2)c(=O)n(-c2ccccc2)n1C,-2.2,2.9,3,-0.6,-2,1.7,3,1.3,-0.9,-1.8,3
COC(=O)CCC(NC(=O)c1cc(C)oc1C)C(=O)OC (stereo not given),-1.5,2.8,-2,-0.1,3,-2.1,-4,0.3,-1.0,0.6,-2
O=C1Oc2ccccc2C(=O)/C1=C/c1ccccc1O,0.9,1.1,10,-0.1,2,1.5,1,-1.6,-1.3,1.8,-68
CC1(C2CC2)NC(=O)N(CC(=O)N2CCN(c3ccccc3)CC2)C1=O (stereo not given),1.1,0.0,-2,6.7*,2,0.0,-1,1.1,-0.6,-0.1,-2
COc1ccc(N2CCN(C(=O)c3ccc(COc4ccc([N+](=O)[O-])cc4)o3)CC2)cc1,0.0,-1.0,-2,-6.2,3,-4.5,-3,-3.8,-1.2,-0.7,5
COc1cc(/C=C/c2cc[n+](C)cc2)ccc1OCC(=O)Nc1ccccc1,-2.0,1.7,-1,0.3,-16,0.6,-1,1.4,-0.7,0.2,-42
Cc1ccc(C(=O)c2oc3ccccc3c2N)cc1,5.0,2.2,-3,0.6,2,9.5*,2,11*,0.6,-0.1,7
CN(Cc1cnn(C)c1)C(=O)C1CCCCC1C(=O)O (stereo not given),0.6,0.4,0,-1.0,-5,2.0,1,-1.6,-1.1,-1.6,1
Cc1ccc(-c2nc3ccccc3[nH]2)cc1NC(=O)c1ccco1,1.2,0.9,3,0.2,-2,0.5,5,3.8,-0.9,-1.4,-12
Cn1ccc(C(=O)OCC(=O)c2ccccc2)n1,2.4,2.1,2,0.2,-6,1.0,2,2.0,-0.8,-0.3,-15
COc1ccc(S(=O)(=O)N2CCC(C(=O)Nc3ccccc3N3CCCCC3)CC2)cc1OC,-2.1,0.3,-12,-0.9,1,1.2,0,0.2,-0.2,0.4,0
CCC(=O)N1c2ccc(S(=O)(=O)CCC(=O)N3CCN(c4ccccc4F)CC3)cc2CC1C (stereo not given),0.0,-0.1,-1,-2.1,-3,-1.0,-1,1.0,-1.2,-0.5,-1
Cc1ccc(CNC(=O)C2=NNC(=O)CC2)cc1,0.7,2.0,0,0.1,-1,-1.4,12*,-1.5,-0.5,-1.2,2
COc1ccc(N=Cc2c(O)n(-c3cccc(C)n3)c(=O)c3ccccc23)c(OC)c1,0.7,5.2*,1,0.2,-2,-1.0,0,-0.2,-1.6,-0.4,-7
CC12COC3(C(=O)Nc4ccc(Cl)cc4)CC1CCC32C (stereo not given),2.7,-0.2,1,-0.3,2,-1.6,2,-1.4,-1.1,-1.9,-1
O=S(=O)(c1ccc(Cl)cc1)N1CCN(Cc2ccc(O)c3ncccc23)CC1,-5.2,0.1,5,-1.7,4,-1.8,-3,-7.2,-2.9,0.4,10
CC1(C)CN(c2ccc(-c3ccnc4ncnn34)cc2)C1=O,-0.4,2.5,2,-0.4,i,-1.6,2,-3.5,-1.4,-1.2,i
CCN(C(=O)COC(=O)c1ccccc1OCc1ccc(Cl)cc1)C1CCS(=O)(=O)C1 (stereo not given),1.6,-0.8,-9,0.4,0,0.8,8,2.2,-1.1,-0.7,6
COc1ccc2c(c1)CC/C2=N\NC(=O)c1ccccc1,5.9,3.2,-4,0.8,-6,2.7,2,9.3,-0.6,-0.1,-8
OC[C@@H]1CN(CCN2CCOCC2)C[C@H](n2cnc3c(NCc4ccco4)ncnc32)O1,0.9,nt,3,-0.4,-2,-1.3,0,1.6,-1.4,0.3,-5
Cc1occc1C(=O)N1CCCC(N2CCN(c3cccc(C(F)(F)F)c3)CC2)C1 (stereo not given),-1.5,-0.6,4,-1.7,-2,-1.9,-2,-1.2,-1.0,-0.8,1
COc1ccccc1NC(=O)Cn1ncc2c1-c1ccccc1OC2,-0.8,0.0,-1,0.6,-5,-1.4,-1,-1.3,-1.7,1.5,-11
Cc1occc1C(=O)N/N=C/C=C\c1ccccc1[N+](=O)[O-],2.2,nt,-3,0.0,0,-0.8,8.9*,5.3,-1.3,-2.1,3
O=C(COC(=O)c1cc(S(=O)(=O)N2CCOCC2)ccc1F)NC1CCCCC1,-0.2,-0.3,-2,1.6,-2,0.4,4,1.0,-0.7,-1.3,-14

# Retrieved one by one from above:
SMILES,GAA850 FXN act,DAX1 inh-1,GC-A act,DAX1 inh-2,ADAM17 inh,hcDAF12 agonist,SMARCA2 activ,hgDAF-12 ag,ssDAF-12 act,PG9 Ab binder,ADAM10 inh
O=S(=O)(c1ccc(Cl)cc1)N1CCN(Cc2ccc(O)c3ncccc23)CC1,-5.2,0.1,5,-1.7,4,-1.8,-3,-7.2,-2.9,0.4,10
OC[C@@H]1CN(CCN2CCOCC2)C[C@H](n2cnc3c(NCc4ccco4)ncnc32)O1,0.9,nt,3,-0.4,-2,-1.3,0,1.6,-1.4,0.3,-5
Cc1occc1C(=O)N/N=C/C=C\c1ccccc1[N+](=O)[O-],2.2,nt,-3,0.0,0,-0.8,8.9*,5.3,-1.3,-2.1,3
CC1(C)CN(c2ccc(-c3ccnc4ncnn34)cc2)C1=O,-0.4,2.5,2,-0.4,i,-1.6,2,-3.5,-1.4,-1.2,i
CCN(C(=O)COC(=O)c1ccccc1OCc1ccc(Cl)cc1)C1CCS(=O)(=O)C1 (stereo not given),1.6,-0.8,-9,0.4,0,0.8,8,2.2,-1.1,-0.7,6
